Source: PubChem BioAssay (several laboratories)
Rab7 wt GTP bind: alters GTP binding to wildtype dog Rab7 | GTP binding activity (percent of control), % at 10 µM | GST-Rab7 beads, fluorescent GTP binding, flow cytometry; actives lie on both sides; untreated = 100%, excess cold GTP = 0% | 190,000 compounds, 0.055% hits | AID 758;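 active = fluorescent GTP binding to Rab7 beads changed by at least 20 points from the 100% baseline, either direction, mostly lower; inconclusive = compound itself probably fluorescent, or too few beads counted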;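 also: median green fluorescence of bound Bodipy-FL-GTP per Rab7 bead population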
Rab2A wt mod: changes GTP binding to wildtype dog Rab2A, up or down | 190,000 compounds, 0.19% hits | GST-Rab2 wt beads, Bodipy-GTP binding, flow cytometry | GTP binding activity, % at 10 µM | AID 760 | P61105;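 active = GTP binding activity at least 20 points away from 100%, either lowered or raised; inconclusive = signal likely due to the compound's own green fluorescence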;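 also: 0% = beads with excess unlabeled GTP and 100% = no-compound control corrected for plate trend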
ABCG2 inh: human ABCG2 inhibition, ABCB1 as counter-screen | Q9UNQ0 | IgMXP3 cells, JC-1 efflux, flow cytometry | inhibition, % at 6.6 µM | 190,000 compounds, 0.1% hits | AID 1325;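 active = inhibition above 80%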;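 also: 0% = DMSO and 100% = nicardipine control wells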
Target sequence (Q9UNQ0 whole entry, looked up): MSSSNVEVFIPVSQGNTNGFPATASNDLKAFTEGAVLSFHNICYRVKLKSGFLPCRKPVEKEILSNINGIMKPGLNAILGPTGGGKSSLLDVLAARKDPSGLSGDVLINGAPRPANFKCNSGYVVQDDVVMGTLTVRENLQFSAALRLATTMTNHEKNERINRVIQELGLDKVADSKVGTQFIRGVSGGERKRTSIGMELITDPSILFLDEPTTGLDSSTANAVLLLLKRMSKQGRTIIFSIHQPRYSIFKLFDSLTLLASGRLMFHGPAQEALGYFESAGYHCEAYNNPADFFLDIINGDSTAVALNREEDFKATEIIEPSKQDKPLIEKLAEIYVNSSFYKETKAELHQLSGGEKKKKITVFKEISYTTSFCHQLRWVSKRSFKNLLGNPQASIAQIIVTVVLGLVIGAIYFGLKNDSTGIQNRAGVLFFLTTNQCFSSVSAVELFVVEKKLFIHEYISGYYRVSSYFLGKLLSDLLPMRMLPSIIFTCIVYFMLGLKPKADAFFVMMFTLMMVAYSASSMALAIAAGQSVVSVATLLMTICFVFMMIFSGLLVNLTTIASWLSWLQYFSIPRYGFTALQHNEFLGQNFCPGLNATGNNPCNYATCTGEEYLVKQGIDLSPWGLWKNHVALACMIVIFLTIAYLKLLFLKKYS
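Test system: IgMXP3 (ABCG2) plus far-red-tagged CCRF-Adr (ABCB1) cells / Amount: 3 million cells/mL in well / Reagent: JC-1 transporter substrate / Timing: 10 min compound exposure, 25 °C / Signal: flow cytometry, 530 nm JC-1 signal / Read-out: percent efflux inhibition, scaled nicardipine 100% to DMSO 0% / Benchmarks: nicardipine as high control, DMSO as low control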
Pf gamet viab: inhibitors of late stage P. falciparum gametocyte viability | P. falciparum stage V gametocytes, ATP luminescence, 24 h | inhibition, % at 10.9 µM | 150,000 compounds, 0.065% hits | AID 743093;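 active = inhibition above the mean plus 3 SD of compounds within the control limits, set per campaign, cut at about 38% in these data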;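 also: 0% = DMSO wells and 100% = medium only without gametocytes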
GSH fluor: compound fluoresces at 488/530 nm on GSH beads; GSH beads flow cytometry, compound fluorescence 488/530 nm; hits give high values; fluorescence (KMESF) at 10 µM; 190,000 compounds, 0.25% hits; in the data active = fluorescence above about 89;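 also: glutathione beads carrying GST-tagged Bcl family fusion proteins plus one bare bead set; values are compound well signal with DMSO vehicle wells as background; inactives centre near 16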
Avidin fluor: compound fluoresces at 488/530 nm on avidin beads; compound fluorescence 488/530 nm, flow cytometry; hits give high values; fluorescence (KMESF) at 10 µM; 220,000 compounds, 0.38% hits; AID 1775; in the data active = fluorescence above about 47; also: inactives centre near 10
HRas wt GTP bind: changes GTP binding to wildtype human HRas | 190,000 compounds, 0.14% hits | GTP binding activity, % at 10 µM | GST-Ras wt beads, Bodipy-FL-GTP binding, flow cytometry; actives lie on both sides | P01112 | AID 759;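 active = GTP binding activity at least 20% away from the 100% baseline, either lowered as inhibitor or raised as activator; inconclusive = flagged as likely green fluorescent, judged across all proteins in the well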;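 also: 0% = unlabeled GTP competition control and 100% = no-compound control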
Target sequence (P01112 whole entry, looked up): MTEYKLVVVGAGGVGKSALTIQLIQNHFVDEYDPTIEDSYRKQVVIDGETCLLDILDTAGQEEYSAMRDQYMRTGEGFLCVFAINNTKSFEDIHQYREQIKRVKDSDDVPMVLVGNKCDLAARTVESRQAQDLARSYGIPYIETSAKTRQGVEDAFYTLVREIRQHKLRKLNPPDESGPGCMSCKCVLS
Cdc42 wt: modulators (inhibitors or activators) of GTP binding to human Cdc42 wildtype; P60953; GST-Cdc42 beads, Bodipy-GTP binding, flow cytometry; actives lie on both sides; percent activity (GTP binding), % at 10 µM; 190,000 compounds, 0.2% hits; AID 761;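 active = percent activity GTP binding at least 20 points away from the 100% baseline, either down as inhibitor or up as activator; inconclusive = compound flagged as likely green fluorescent from well-wide comparison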;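 also: median bead fluorescence of bound Bodipy-FL-GTP at 100 nM; 0% = excess unlabeled GTP control and 100% = no compound control; below 100% means less GTP binding so inhibitor and above means activator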
Target sequence (P60953 whole entry, looked up): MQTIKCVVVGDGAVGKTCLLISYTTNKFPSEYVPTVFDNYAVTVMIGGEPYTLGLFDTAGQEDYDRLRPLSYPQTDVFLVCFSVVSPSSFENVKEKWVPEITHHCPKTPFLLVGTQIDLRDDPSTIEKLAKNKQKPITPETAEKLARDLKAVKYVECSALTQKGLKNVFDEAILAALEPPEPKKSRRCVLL
Rac1 wt modul: alters GTP binding to wildtype human Rac1. GTP binding activity (% of control), % at 10 µM. GST-Rac1 beads, fluorescent GTP binding, flow cytometry; actives lie on both sides; 0 = cold GTP competed, 100 = untreated. 190,000 compounds, 0.27% hits. P63000;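 active = GTP binding activity at least 20 points away from the 100% control level, either lower or higher; inconclusive = compound flagged as likely green fluorescent, judged across all proteins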
Rac1 act GTP bind: modulators of GTP binding to human Rac1 activated mutant. GST-Rac1 activated beads, fluorescent GTP binding, flow cytometry; actives lie on both sides; 100% means binding = to untreated wells. AID 764. percent activity (GTP binding), % at 10 µM. 190,000 compounds, 0.11% hits;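 active = GTP binding at least 20 percentage points away from the 100% baseline, in either direction, so actives lie on both sides; inconclusive = Compound likely fluorescent itself, or too few beads counted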
ABCB1 inh: inhibitors of human ABCB1 transporter, ABCG2 counter-screen; CCRF-Adr cells, JC-1 efflux, flow cytometry; inhibition, % at 6.6 µM; 190,000 compounds, 0.067% hits; in the data active = inhibition above about 40%;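 also: 0% = vehicle and 100% = reference inhibitor; higher value means more JC-1 retained so stronger ABCB1 efflux block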
* marks the source's active call; other numbers are inactive results; ? = inconclusive; nt = no result given.

SMILES	Rab7 wt GTP bind	Rab2A wt mod	ABCG2 inh	Pf gamet viab	GSH fluor	Avidin fluor	HRas wt GTP bind	Cdc42 wt	Rac1 wt modul	Rac1 act GTP bind	ABCB1 inh
Clc1ccccc1CN1CCc2sccc2C1	93	98	2	nt	21	10	99	102	100	97	0.5
CCOc1ccc(CN2CCNC(=O)C2CC(=O)NCc2ccccn2)cc1 (stereo not drawn)	96	96	5	12	19	6	98	97	99	97	1.7
COc1cc(C)c(-c2cc(C(=O)O)c(C)o2)cc1C(C)C	99	98	9	nt	8	11	104	103	104	100	0.1
CCCCCCNC(=O)c1cc(-c2ccco2)nc2ccccc12	100	99	6	16	16	4	101	102	104	96	0.3
Cc1cc2oc(=O)cc(COC(=O)Cn3cnnn3)c2cc1C(C)C	103	101	0	3	25	32	103	104	104	97	-0.7
Cc1ccnc(SCC(=O)c2cccs2)n1	100	94	8	-10	13	11	91	94	99	94	-0.2
CCS(=O)(=O)N1CCN(C2CCC(c3ccccc3)CC2)CC1 (stereo not drawn)	103	103	26	nt	15	15	102	102	105	101	0.0
COc1cccc(C(=O)/C=C2\Sc3ccccc3N2C)c1	92	94	21	0	15	12	96	93	98	96	0.4
CC(C)(C)C(=O)Nc1ccc(C(=O)N/N=C/c2ccccc2OC(=O)c2ccc(Cl)cc2Cl)cc1	96	96	0	nt	22	5	98	96	98	98	-0.2
Cc1cccc(-n2c(Cc3cc(=O)[nH]c(=O)[nH]3)nnc2SC(C)C)c1	102	101	-1	nt	16	20	101	104	101	100	-0.1
CCOc1ccc(C(Nc2cccnc2)c2cc(Cl)c3cccnc3c2O)cc1 (stereo not drawn)	99	94	-2	-22	54	10	94	93	95	93	-1.0
Brc1nnc2n1-c1ccccc1Sc1ccccc1-2	90	92	-2	nt	18	5	94	93	96	91	-0.3
O=C(CN1CCC(NC(=O)c2ccco2)CC1)Nc1cccc2ccccc12	101	102	7	22	120*	6	102	101	104	98	1.0
O=C(CSCc1ccco1)Nc1cc(C(F)(F)F)ccc1N1CCOCC1	95	95	0	nt	6	5	99	99	99	98	0.0
CCC(C)(C)NC(=O)C(c1ccccc1F)N(C(=O)c1ccn[nH]1)c1ccccc1 (stereo not drawn)	101	101	2	nt	69	4	101	99	103	97	1.8
C=CCn1c(CCNC(=O)c2ccccc2F)nnc1SCC(=O)Nc1ccc(OC)cc1	97	97	2	nt	19	11	96	96	97	96	0.4
CCCCCCCC1CC(CSc2ncn[nH]2)OC1=O (stereo not drawn)	102	101	-5	nt	16	7	102	101	103	99	-0.1
O=C(CNC(=O)c1cccs1)OCC(=O)c1ccccc1Cl	95	95	-1	-6	8	22	94	98	98	95	-0.5
O=C1c2ccc(Oc3ccc4c(c3)C(=O)N(CCCO)C4=O)cc2C(=O)N1CCCO	103	102	30	-26	27	11	103	105	108	100	1.0
COc1ccc(C(c2sc3nc(C)nn3c2O)N2CCC(C(N)=O)CC2)cc1OC (stereo not drawn)	104	104	2	nt	22	7	106	107	110	101	0.4
C(=N\N1CCN(c2ccccc2)CC1)/c1ccccc1	104	96	9	10	12	13	98	97	97	96	1.3
Cn1c(-c2cccs2)[n+](C)c2ccccc21	104	95	3	8	12	11	103	93	106	95	0.8
Cc1ccc(CC(NC(=O)c2ccccc2)C(=O)NC(C)C(=O)O)cc1 (stereo not drawn)	99	99	0	nt	13	7	100	99	101	97	-0.1
COc1ccc(Cl)cc1N1C(=O)C2CCCN2C1c1ccc(F)c(F)c1 (stereo not drawn)	101	104	1	nt	13	7	105	108	109	103	0.6
Cn1nc(C(F)(F)F)c(C(=O)Nc2cccc(C(F)(F)F)c2)c1SCc1ccc(Cl)cc1	101	99	12	-10	16	23	100	100	102	98	1.0
CCC(=O)N/N=C/c1ccc(-c2ccc(Cl)cc2)o1	103	97	1	2	25	13	98	98	97	95	0.1
O=C(NCC1COc2ccccc2O1)c1ccc(NC(=O)c2ccco2)cc1 (stereo not drawn)	102	101	3	-2	27	15	100	103	102	101	0.5
CN(C)N1C(N)=C(C#N)C(c2ccsc2)C2=C1CCCC2=O (stereo not drawn)	98	97	9	nt	10	6	97	98	102	99	1.1
O=C(C1c2ccccc2C(=O)N2CCc3ccccc3C12)N1CCN(Cc2ccccc2)CC1 (stereo not drawn)	92	94	2	nt	13	36	96	97	94	94	0.9
Cc1nc(=O)c(-c2ccccc2)c(C)n1CCO	103	102	12	nt	36	14	104	101	105	100	-0.1
COc1ccc(NC(=O)CCC(=O)OCc2ccc(C(=O)Oc3ccc(Cl)cc3)cc2)cc1	98	101	-1	nt	75	11	98	99	102	96	-0.7
Cc1ccc(/C=C2/NC(=O)N(Cc3ccccc3F)C2=O)o1	101	100	1	4	20	12	100	107	103	99	-0.1
O=C(OCC(=O)c1cccs1)c1ccccc1	100	100	33	-4	18	23	102	104	102	100	0.9
CCOC(=O)C1Cn2c(nc3c(c2=O)C(C)(CC)Cc2ccccc2-3)S1 (stereo not drawn)	94	94	3	nt	28	17	95	94	96	95	0.9
CCc1cc(C(=O)c2ccccc2OC)c(N)s1	95	95	1	nt	29	9	96	95	91	93	0.3
N=c1sccn1CC(=O)Nc1cccc(Oc2ccccc2)c1	97	98	9	nt	25	7	96	94	99	97	0.7
COc1ccc(/C=C/c2nc(N)nc(-c3ccccc3O)n2)cc1OC	93	96	-4	2	6	3	97	96	98	98	-1.1
Cc1ccc2nc(-c3sc4nc(C)cc(C)c4c3N)[nH]c2c1	99	98	4	-31	8	15	99	96	99	98	-0.9
O=C(CSc1ncnc2ccccc12)Nc1cccc(S(=O)(=O)N2CCOCC2)c1	104	96	2	-10	13	11	97	93	103	95	0.1
O=C(C1CCCO1)N1CCN(C(c2ccccc2)c2ccccc2)CC1 (stereo not drawn)	99	99	5	nt	18	32	99	98	96	96	1.5

Look-ups from above.
Result of CCCCCCCC1CC(CSc2ncn[nH]2)OC1=O (stereo not drawn) under HRas wt GTP bind: 102
Result of COc1cccc(C(=O)/C=C2\Sc3ccccc3N2C)c1 under Rac1 wt modul: 98

Continued.
SMILES	Rab7 wt GTP bind	Rab2A wt mod	ABCG2 inh	Pf gamet viab	GSH fluor	Avidin fluor	HRas wt GTP bind	Cdc42 wt	Rac1 wt modul	Rac1 act GTP bind	ABCB1 inh
N#Cc1c(Nc2cccc(F)c2)sc2c(O)cc(=O)[nH]c12	98	93	-2	4	17	11	94	95	96	93	-0.6
Cc1ccc(-c2nnn(CC(=O)Nc3nnc(C(C)C)s3)n2)cc1	99	91	0	1	15	12	95	95	96	89	0.1
O=C(N/N=C/c1ccco1)c1ccncc1	104	105	1	-23	14	37	105	108	105	103	0.1
Cn1nc(-c2ccccc2)c(-c2nc(-c3cccc(C(F)(F)F)c3)no2)c1Cl	?	?	8	nt	10	11	?	?	?	?	1.2
Cc1cnc(C(=O)Nc2nnc(C3CC3)s2)cn1	100	98	1	-28	22	5	100	98	101	98	0.1
CCc1ccc(NC(=O)C(C)n2nc(C)c([N+](=O)[O-])c2C)cc1 (stereo not drawn)	96	96	6	14	7	23	97	96	98	97	1.0
COc1ccc(-c2nnc3c4ccccc4c(C)nn23)cc1	?	?	18	20	27	12	?	?	?	?	1.8
COc1ccc(CCNC(=O)CSc2nnc(CNc3ccc(Cl)cc3)o2)cc1OC	99	100	29	-7	24	34	99	104	105	101	0.9
NC(=O)c1nnn(-c2ccccc2)c1N	94	94	2	-2	16	9	95	98	97	97	0.6
CC1(C)Oc2ccc(NC(=O)C3COc4ccccc4O3)cc2O1 (stereo not drawn)	104	101	0	-4	26	7	102	99	101	98	-0.4
CCOC(=O)N1CCN(C(=O)CN(c2ccc(Oc3ccccc3)cc2)S(C)(=O)=O)CC1	97	98	3	6	5	7	101	101	103	99	0.9
O=C(CNC(=O)/C(=C\c1ccc(F)cc1)NC(=O)c1ccccc1)OCc1ccccc1	100	103	10	nt	15	199*	102	102	108	101	1.2
CCC(CC)NC(=O)COC(=O)CCC(=O)c1ccc(Cl)cc1	102	97	3	0	23	24	97	94	93	94	0.7
O=C(CCl)Nc1ccccc1Sc1ccccc1	102	103	2	nt	36	13	104	104	106	101	-0.5
COc1cc([N+](=O)[O-])ccc1NC(=S)Nc1cc(C(=O)OC(C)C)cc(C(=O)OC(C)C)c1	99	101	-3	12	19	14	100	101	104	99	-0.6
CCc1cc(=O)n2c([nH]c3ccccc32)c1C#N	97	97	6	nt	11	14	99	99	104	100	0.7
CSc1nc2ccccc2cc1/C=C(\C#N)c1ccc(Cl)c(Cl)c1	?	?	1	8	8	30	?	?	?	?	0.2
COc1ccc(-c2nnc(NC(=O)CSc3ccccc3)s2)cc1OC	107	103	0	1	12	11	103	105	110	102	-0.4
Cc1ccc(CNC(=O)CCCn2c(=O)c3ccccc3n(CC(=O)NCc3ccco3)c2=O)cc1	98	99	5	-8	19	31	100	103	110	100	0.3
CCOC(=O)C1CCN(Cc2cn[nH]c2-c2ccc(C)cc2)CC1	98	98	3	-6	23	7	98	99	102	96	0.3
COC(=O)c1ccc(CON2C(=O)c3ccccc3C2=O)cc1	93	94	2	nt	9	14	98	99	97	97	0.3
CCn1c2ccccc2c2cc(/C=N/O)ccc21	?	?	2	-8	15	13	?	?	?	?	0.2
CC(=O)c1cccc(NC(=S)NCCc2ccc(F)cc2)c1	109	100	4	-19	13	5	99	98	97	95	0.0
O=C(Nc1ccc(F)c(Cl)c1)C1CC(=O)n2c(nc3ccccc32)N1 (stereo not drawn)	96	95	0	0	22	10	94	98	97	94	0.0
COc1cccc(NC(=O)C2C3C=CC(O3)C2C(=O)NCc2cccnc2)c1 (stereo not drawn)	105	102	10	-8	31	12	103	105	108	98	1.2
Cc1cc(/C=N/NC(=O)CC2(C)OCCO2)c(C)n1-c1cc(Cl)cc(Cl)c1	93	95	1	-31	20	4	95	99	102	92	0.4
Fc1ccccc1CSc1nncn1NCc1cccs1	94	97	0	nt	16	20	101	96	102	99	0.1
C[C@@H]1C=C(C(=O)N2CCN(C)CC2)O[C@H](OCc2ccc(CO)cc2)C1	96	96	1	nt	20	6	98	97	100	98	0.6
Nc1ccc(C(=O)N(CCO)CCO)cc1	96	97	1	14	33	9	96	97	97	96	0.6
